# 14-3-3g Raf: modulators of human 14-3-3 gamma - Raf peptide interaction; P61981; FP, 14-3-3gamma / TMR-pS259-Raf peptide binding; inhibition, % at 40 µM; hit rate 0.19% among 160,000; in the data active = inhibition above about 30%;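 also: 0% = protein plus tracer without compound and 100% = blank with tracer alone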
# Target sequence (P61981 whole entry, looked up): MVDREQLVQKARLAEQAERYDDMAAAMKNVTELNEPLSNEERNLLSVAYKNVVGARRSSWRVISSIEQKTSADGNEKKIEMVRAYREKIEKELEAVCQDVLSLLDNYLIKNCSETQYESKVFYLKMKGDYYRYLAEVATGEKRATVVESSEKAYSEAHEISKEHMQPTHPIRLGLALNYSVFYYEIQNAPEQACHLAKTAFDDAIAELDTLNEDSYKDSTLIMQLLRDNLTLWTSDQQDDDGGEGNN
# Active calls of the source: *; & = joins results of further samples. An excerpt; the hit share may differ from the screen's.
smiles | 14-3-3g Raf
Cc1[nH]c2ccc(-c3nnc(SCC(=O)NCc4ccco4)n3Cc3ccccc3)cc2c1C | -5.2&3.8
Cn1cccc1Cc1nnc(SCC(=O)NCc2ccccc2)n1-c1ccc(F)cc1 | 1.5
CCC(C)NC(=O)Cn1c(=O)n(-c2ccc(C)c(C)c2)c(=O)c2c3c(sc21)CCC3 (centres undefined) | -6.3
O=C(c1ccco1)N1CCN(c2cccc(Cl)c2)CC1 | -9.3
COc1ccc(NC(=O)c2cc(CC(C)C)on2)cc1OC | -2.6
O=C(c1ccco1)n1nnc2cc(Cl)ccc21 | -8.2
CCOc1ccccc1C1C(C(N)=O)=C(C)Nc2nc(CCCO)nn21 (centres undefined) | 1.2
Cc1ccc(-c2cc(C(F)(F)F)c(C#N)c(SCC(=O)Nc3ccccc3)n2)cc1 | -25.2
COc1cccc(N2CCN(C(=O)CC3Nc4c5ccccc5nc(=S)n4C3=O)CC2)c1 (centres undefined) | -184.7
Cn1c(=O)cc(SCC(=O)N2CCCCC2)c2ccc(Cl)cc21 | -9.9
COc1ccc(-c2cnnn2-c2ccc(NC(=O)c3ccccc3OC)cc2)cc1OC | -3.1
CCCCNC(=O)c1cc(-c2ccccn2)nc2ccccc12 | -1.8
Cc1ccc(S(=O)(=O)N=C2C=C(Nc3cccc(C(=O)O)c3)C(=O)c3ccccc32)c(C)c1 | -70.6
Cc1noc(C)c1COc1ccc(C(=O)OCC(=O)N2CC3(C)CC2CC(C)(C)C3)cc1 (centres undefined) | -1.9
CCN(CC)S(=O)(=O)c1ccc(C(=O)Nc2sc3c(c2C(=O)OC)CCN(C)C3)cc1 | -16.8

# More compounds
smiles | 14-3-3g Raf
Cc1cc(NC(=O)c2cc(Cl)ccc2Nc2ccccc2)no1 | -7.3
CC(C)(C)c1ccc(CSc2ncccc2C(=O)N2CCN(c3ccc(F)cc3)CC2)cc1 | -2.3
O=C(c1cc(Sc2ccc(Cl)cc2)nc2ccccc12)N1CCOCC1 | -3.5
COc1ccc(OC)c(C2C3CN(C(C)C)CC=C3C(C#N)=C(N)C2(C#N)C#N)c1 (centres undefined) | -26.8
COc1ccc(S(=O)(=O)N(CC(=O)N2CCOCC2)c2ccc(C)cc2)cc1 | -10.5
CC12CC(NC(=O)N1c1ccc(C(=O)NC3CCCCC3)cc1)c1ccccc1O2 (centres undefined) | -5.2
CCOC(=O)Cc1nnc(NC(=O)CSc2nnc3c4ccccc4n(C)c3n2)s1 | -4.0
Cc1ccnc(N2C(=O)c3ccc(Oc4ccc5c(c4)C(=O)N(c4cc(C)ccn4)C5=O)cc3C2=O)c1 | -4.0
Cc1cccn2c(=O)c3cc(C(=O)NCCCN4CCCC4=O)n(C)c3nc12 | 1.2
COC(=O)CSc1nnc(CNC(=O)c2cccc(C)c2)n1C | -1.0
COc1ccc(N2C(=O)CCC(C(=O)Nc3ccc(Br)cc3C)C2c2ccc(OC)c(OC)c2)cc1 (centres undefined) | -9.1
O=C(CC1(O)C(=O)N(CCc2ccccc2)c2ccc(Br)cc21)c1ccccc1O (centres undefined) | 6.4
Cc1ccc(C(=O)NC2CCS(=O)(=O)C2)cc1S(=O)(=O)N1CCOCC1 (centres undefined) | 5.2
COc1cc2c(C(=O)N3CCCCCC3)cn(C)c(=O)c2cc1OC | -2.4
COc1ccc(NC(=O)C2=C(C)NC3=C(C(=O)CC(c4ccc(OC)c(OC)c4)C3)C2c2ccc(N(C)C)cc2)cc1 (centres undefined) | -0.9

# The listing continues.
smiles | 14-3-3g Raf
CC(=O)CC(=O)NC(=NC1CCCCC1)Nc1nc(C)cc(C)n1 | 1.8
CCOc1cc2[nH]c(=O)n(CCC(=O)N3CCN(c4ccccn4)CC3)c(=O)c2cc1OCC | -1.2
CCOC(=O)C1CCN(c2ccc(N3C(=O)C4CC=CCC4C3=O)cc2[N+](=O)[O-])CC1 (centres undefined) | -1.4
COc1ccccc1-c1cc(-c2ccccc2)nc(SC)c1C#N | -13.5
CC1CCCCN1CCNC(=O)c1cc(=O)[nH]c2ccc(S(=O)(=O)N3CCCCC3C)cc12 (centres undefined) | -3.9
Cc1noc(C)c1COc1ccc(C(=O)NCc2ccccn2)cc1 | -2.4
Cc1ccc(-n2cc(-c3ccccc3)c3c(NC4CCCC4)ncnc32)cc1Cl | -5.8
CC1CC(C)CN(c2ncc3c(n2)CC(c2ccccc2)CC3=O)C1 (centres undefined) | -7.7
O=C(Nc1ccc(F)cc1)C1(S(=O)(=O)c2ccc(Cl)cc2)CC1 | 5.5
CCC(=O)N1c2ccc(S(=O)(=O)CCC(=O)N3CCN(c4ccc(F)cc4)CC3)cc2CC1C (centres undefined) | 14.7
CCn1c(=O)c(C(=O)Nc2ccc(I)cc2)c(O)c2ccccc21 | -14.7
COc1ccc2c(c1)CCC1C2CC[C@@]2(C)C1CC[C@@H]2NCCCCCCN1C(=O)C=CC1=O (some centres undefined) | -7.6
COCCCN1C(=O)c2ccc3c(=O)n4c5ccccc5nc4c4ccc(c2c34)C1=O | -37.1
CC1(C)CC(=O)c2cc(C#N)c(SCc3ccc(Cl)cc3)nc2C1 | -16.8
COC(=O)c1ccc2ncccc2c1 | -8.2

# Taken from above:
# Value for `Cc1noc(C)c1COc1ccc(C(=O)NCc2ccccn2)cc1` in 14-3-3g Raf: -2.4
# Value for `COC(=O)c1ccc2ncccc2c1` in 14-3-3g Raf: -8.2
# Value for `CCn1c(=O)c(C(=O)Nc2ccc(I)cc2)c(O)c2ccccc21` in 14-3-3g Raf: -14.7
# Value for `CC12CC(NC(=O)N1c1ccc(C(=O)NC3CCCCC3)cc1)c1ccccc1O2` (centres undefined) in 14-3-3g Raf: -5.2
# Value for `Cc1ccnc(N2C(=O)c3ccc(Oc4ccc5c(c4)C(=O)N(c4cc(C)ccn4)C5=O)cc3C2=O)c1` in 14-3-3g Raf: -4.0

# Later entries.
smiles | 14-3-3g Raf
CCOc1ccccc1C(=O)NCc1ccc2c(c1)OCO2 | -6.9
O=C(O)CC(C(=O)OCCOc1ccccc1)N1CCOCC1 (centres undefined) | 8.2
O=C(Nc1cccnc1)c1ccc([N+](=O)[O-])cc1 | 12.4
COc1ccccc1C1C(C(N)=O)=C(C)Nc2nc(SCc3ccccc3F)nn21 (centres undefined) | -6.5
COCCNC(=O)c1ccc2c(c1)nc(C)n2-c1cccc(C)c1 | -27.8
Cc1ccc(-n2cc(C(=O)NCc3ccc(F)cc3)c3ccccc3c2=O)cc1C | 0.1
CC(=O)Nc1sc2c(c1C(=O)O)CCCC2 | 1.3
COc1cccc(N2CCN(C(=O)NC3CCCCC3)CC2)c1 | 1.2
COc1ccc2nc(NC(=O)Cn3cnc4sc(C)c(S(=O)(=O)N5CCCCC5)c4c3=O)sc2c1 | -12.5
COc1ccc(NC(C)=O)cc1NC(=O)CSc1nnc(-c2ccccn2)n1C | -7.2
CCn1c(N)c(C(=O)NC)sc1=S | 2.5
COc1ccc(N2C(=O)C3C4C=CC(C4)C3C2=O)c(OC)c1 (centres undefined) | 1.3&-1.4
CC1(C)OC(=O)C(=CNc2ccccc2)C(=O)O1 | -2.7
CCCCCOc1ccc(C(=O)NCC(=O)NCC(=O)OCC)cc1 | 7.0
CC(C)Cn1c(=O)c2ccccc2c2ccccc2c1=O | 2.7

# A draw from above in order of number of heavy atoms, lowest first.
smiles | 14-3-3g Raf
CCOc1ccccc1C(=O)NCc1ccc2c(c1)OCO2 | -6.9
O=C(O)CC(C(=O)OCCOc1ccccc1)N1CCOCC1 (centres undefined) | 8.2
CC(=O)CC(=O)NC(=NC1CCCCC1)Nc1nc(C)cc(C)n1 | 1.8
CCCCCOc1ccc(C(=O)NCC(=O)NCC(=O)OCC)cc1 | 7.0
CCN(CC)S(=O)(=O)c1ccc(C(=O)Nc2sc3c(c2C(=O)OC)CCN(C)C3)cc1 | -16.8
Cc1noc(C)c1COc1ccc(C(=O)OCC(=O)N2CC3(C)CC2CC(C)(C)C3)cc1 (centres undefined) | -1.9
COc1ccc2nc(NC(=O)Cn3cnc4sc(C)c(S(=O)(=O)N5CCCCC5)c4c3=O)sc2c1 | -12.5

# More entries follow.
smiles | 14-3-3g Raf
CC(NC(=O)C1CC(=O)N(C2CCCCC2)C1)c1ccccc1 (centres undefined) | 7.1
S=c1[nH]nc(Cc2ccccc2)n1-c1ccccc1 | -8.0
Cc1cc(C)c(C#N)c(SCS(=O)c2ccc(C(C)(C)C)cc2)n1 (centres undefined) | -3.1&-0.8
Cc1ccc(-c2csc3nnc(SCC(=O)NCc4ccc5c(c4)OCO5)n23)cc1 | -7.2
CCOc1cc(C2C3=C(CC(C)(C)CC3=O)OC3=C2C(=O)CC(C)(C)C3)ccc1OC(=O)c1ccccc1F | 2.5
O=C(CN1CCN(C2c3ccccc3-c3ccccc32)CC1)Nc1cccc(C(F)(F)F)c1 | -5.0
CC(C)CCn1nnnc1C(c1ccccc1F)N1CCC(C(N)=O)CC1 (centres undefined) | -1.6
O=C1COc2ccc(C(=O)NCc3ccc4c(c3)OCO4)cc2N1 | -16.6
CCOC(=O)c1c(NC(=O)C2CC2)sc(C(=O)Nc2ccc(C)cc2C)c1C | -4.5
CC(=O)/C=C(\C)Nc1ccc(-c2cnc(-c3ccccc3)o2)cc1 | -9.3
Cc1nc(Nc2ccc(S(N)(=O)=O)cc2)sc1C(=O)Nc1ccccc1 | 3.6
O=C(Nc1ccc2c(c1)OCO2)c1cccc(C(=O)Nc2ccc3c(c2)OCO3)n1 | -2.0
C=CCSc1nnc2c(n1)OC(c1ccc(-c3ccccc3[N+](=O)[O-])o1)Nc1ccccc1-2 (centres undefined) | -41.8
Ic1ccc2[nH]c3ccc(I)cc3c2c1 | 1.4
CC(=O)c1nnn(-c2ccc([N+](=O)[O-])cc2)c1C | -8.7

# New compounds follow:
smiles | 14-3-3g Raf
CCOC(=O)CCS(=O)(=O)c1nc(-c2ccccc2)cc(C(F)(F)F)n1 | -5.4
CC(OCC(O)CN(C)CCOc1ccccc1)c1ccc(Cl)cc1 (centres undefined) | 3.5
Cc1ccc(NC(=O)Cn2c([N+](=O)[O-])cnc2C)cc1Cl | 0.0
CC(=O)c1cc2c(cc1NC(=NS(=O)(=O)c1ccc(C)cc1)c1ccccc1)OCO2 | -5.6
CC(=O)N1CCc2cc(S(=O)(=O)NC(CC(C)C)C(=O)N3CC(C)CC(C)C3)ccc21 (centres undefined) | -11.6
COc1ccc(C2C=C(c3ccc(C)cc3)Nc3ncnn32)c(OC)c1 (centres undefined) | -12.2
C=C(CC(NS(=O)(=O)c1ccccc1)(C(=O)OC)C(F)(F)F)c1ccccc1 (centres undefined) | 5.9
CCn1c(CNC(C)=O)nnc1SCC(=O)c1ccc(Br)cc1 | -2.5
Cc1ccc(S(=O)(=O)N(CC(=O)Nc2ccc3c(c2)OCO3)c2ccc(C)c(Cl)c2)cc1 | -4.9
O=C(c1cc(-c2cccs2)on1)N1CCCc2ccccc21 | -3.0
CC(=O)Nc1ccccc1OCc1nnc(-c2cccs2)o1 | -1.7
CC(=O)C1=C(O)C(=O)N(CCCN2CCOCC2)C1c1ccc(O)cc1 (centres undefined) | -5.5
O=C(CCN1CCCCC1)NCNC(=O)CCN1CCCCC1 | -9.8
COc1ccc(CNC(=O)CCN2C(=O)C3C4C=CC(C4)C3C2=O)cc1 (centres undefined) | -3.1
O=C(NCCO)C(=O)NCC1CCCO1 (centres undefined) | 0.6

# (cont.)
smiles | 14-3-3g Raf
CCCCCCSc1nnc2c(n1)OC(C)N(C(C)=O)c1ccccc1-2 (centres undefined) | -1.1
CCOC(=O)c1cc(-c2ccccc2)n(-c2ccccc2C)n1 | 7.7
O=C(NCc1cccs1)N[C@@H](Cc1ccccc1)C(=O)O | -9.0
Cc1cc(C)n2c(SCc3c(C)noc3C)nnc2n1 | 1.1
O=C(COC(=O)C1CC1)c1c[nH]c2ccccc12 | -7.8
O=C(CSCc1ccco1)c1ccc(Cl)s1 | -6.4
COc1cccc(CN2CCN(c3cccc(C(F)(F)F)c3)CC2)c1OC | 2.0
COC1(C2=NCCN2)COc2ccccc2O1 (centres undefined) | 10.1
COC(=O)c1cc(NC(=O)c2sc3cc(C)ccc3c2Cl)cc(C(=O)OC)c1 | -12.2
Cc1cc(C)c2c(=O)n(CC(=O)N3CCC(Cc4ccccc4)CC3)sc2n1 | -6.0
CCN(CC)c1cc(C)c2cc(NC(=O)Cc3cccs3)ccc2n1 | 6.9
Cc1ccc(C2CC(=O)C3=C(C2)Nc2ccccc2NC3c2cccc(C)c2)cc1 (centres undefined) | 3.9
COc1ccccc1C1CC(=O)C2=C(C1)NC(C)=C(C(=O)OC1CCCC1)C2c1cccc(Cl)c1 (centres undefined) | 2.0
O=C(Nc1ccc(Br)cc1)NC(c1ccccc1)c1ccccc1 | 2.5
CCOC(=O)c1cccc(NS(=O)(=O)c2c(C)[nH]c(=O)[nH]c2=O)c1 | -4.3

# Gathered by group: those above containing a tert-butyl group (two)
smiles | 14-3-3g Raf
CC(C)(C)c1ccc(CSc2ncccc2C(=O)N2CCN(c3ccc(F)cc3)CC2)cc1 | -2.3
Cc1cc(C)c(C#N)c(SCS(=O)c2ccc(C(C)(C)C)cc2)n1 (centres undefined) | -3.1&-0.8

# (continued)
smiles | 14-3-3g Raf
N=c1c(C(=O)NCC2CCCO2)cc2c(=O)n3ccccc3nc2n1CCCO (centres undefined) | -9.1
CC(=O)c1c(C)oc2c1c1c(c3ccccc32)OCN(CCCn2ccnc2)C1 | 25.2
CC(C)CN(Cc1c(O)ccc2cc(-c3nc4ccccc4n3C)c(=O)oc12)CC(C)C | -6.6
CCOC(=O)CC(=O)CSc1nc2nc(C)cc(C)n2n1 | -8.6
COc1cc(C)cc2oc(=O)c(Cc3ccccc3)c(C)c12 | -6.5
COCc1nnc(NC(=O)c2ccc(S(=O)(=O)N3CCCCC3C)cc2)o1 (centres undefined) | -8.6
CCNc1cc(Nc2ccc(C)c(Cl)c2)c([N+](=O)[O-])c2nonc12 | -66.2
O=C(Nc1cc(C(F)(F)F)ccc1N1CCOCC1)C1Cc2ccccc2CN1C(=O)c1ccco1 (centres undefined) | -14.7
Cc1ccc(NC(=O)CSCc2c(C)noc2C)cc1C | 0.7
COCCN1C(=O)c2ccccc2C(C(=O)N2CCN(c3ccccc3F)CC2)C1c1c[nH]c2ccccc12 (centres undefined) | -0.4
CCN(CC#CC1(O)CCCCC1)c1ccccc1 | 3.5
Cc1noc(C)c1COC(=O)COc1cccc2c1OC(C)(C)C2 | -0.2
CCOc1ccccc1NC(=O)C1CCN(C(=O)c2ccccc2)CC1 | 0.0
CCCOC(=O)c1sc2nc3c(c(-c4cccs4)c2c1N)CCC3 | -10.7

# Assay outcomes as filed in PubChem.
